KB-3-1 cytotox – kills parental KB-3-1 adenocarcinoma cells; Potency, µM (top dose mostly 46.1 µM), for inactives: at the top dose activity change, negative = cytotoxic, usual class: cytotoxic; KB-3-1 viability, CellTiter-Glo ATP luminescence, 72 h; 400,000 tested, 1.4% active; AID 1347075; also: potency is read from the fitted curve at half-maximal effect; % is scaled to controls: 0 for no effect and ±100 for the full control effect; nearly all actives have a fitted effect of over 60% in size
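Cytotoxicity measured as CellTiter-Glo luminescence after 72 h at 37 C. Compound titrations were pinned onto drug-naive KB-3-1 parental adenocarcinoma cells grown in DMEM with 10% FBS, and normalized data fitted to concentration-response curves.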
HepG2 viability – kills HepG2 cells in TGF-b inhibitor counter-screen; HepG2 CAGA-GFP viability, ATP luminescence, 18 h; Potency, µM (series often up to 46.1 µM), inactives show at the top dose activity change, negative = cytotoxicity, usual class: cytotoxic; 410,000 tested, 0.76% active; AID 588856; also: potency is read from the fitted curve at half-maximal effect; some results filed as inactive show a strong effect at the top dose
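HepG2 CAGA-GFP cells (1000/well, DMEM with 1% FBS) received compound, then TGF-beta at 500 pg/mL final, and were incubated 18 hours at 37 degrees C. Viability was read by CellTiter-Glo luminescence. Media-only wells were set as complete cell-killing and DMSO as no toxicity.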
SW480 rerep – inducers of DNA re-replication in SW480 colon cancer cells; Potency, µM (top dose mostly 46.1 µM), for inactives: top-dose re-replication activation, hits mostly activators; 340,000 tested, 1.8% active; SW480 DNA re-replication, Hoechst DNA content imaging, 48 h; AID 624297; also: potency is read from the fitted curve at half-maximal effect; % of control where 0% means no effect; nearly all actives have a fitted effect of over 55% in size
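Cells (250 per well) received 23 nL compound or DMSO by pin tool and were kept 48 hr at 37 C, 5% CO2. Nuclei were then stained with Hoechst for 40 min and scanned for DNA content.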
HT1080 IDH1KD tx – HT-1080 IDH1 knockdown cell toxicity (counter line). HT-1080 IDH1 knockdown viability, ATP luminescence, 48 h. Potency, µM (titrated, usually from 46.1 µM), for the others: at the highest dose activity, negative = toxicity, actives largely listed as cytotoxic. 360,000 tested, 2% active;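 also: potency is read from the fitted curve at half-maximal effect; 0% = DMSO wells and -100% = cell-free medium wells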
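CellTiter-Glo luminescence after 48 h compound exposure at 37 degrees C of IDH1-knockdown HT-1080 cells in 5% FBS RPMI. %Activity scaled between DMSO wells and cell-free media wells, with curves fitted and assigned curve classes.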
IL1B secr inh – inhibitors of inflammasome signaling (IL-1 beta secretion) | 360,000 tested, 4.7% active | THP-1 LPS/ATP IL-1B secretion, AlphaLISA, 16 h; active compounds read low | activity change, % at 57.5 µM | AID 743279; in the data active = activity change below about -50%; inconclusive = mostly about -30% to -49%; also: % is scaled to controls: 0 for no effect and ±100 for the full control effect
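Secreted IL-1B measured by AlphaLISA bead assay after 16 h compound exposure of THP-1 cells; compounds (final up to 57.5 uM) added 1 h before LPS (250 ng/mL) and ATP (1.25 mM) stimulation; lower signal means less secretion.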
ATXN2 expr inh – inhibitors of ATXN2 expression | Potency, µM (doses to about 57 µM), for inactives: at the top dose activity change, negative = inhibition, actives largely listed as inhibitors | 360,000 tested, 0.72% active | HEK-293 ATXN2-luciferase reporter, luminescence, 24 h; also: potency is read from the fitted curve at half-maximal effect; % is scaled to controls: 0 for no effect and ±100 for the full control effect; nearly all actives have a fitted effect of over 55% in size
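ATXN2-luciferase reporter cells (luciferase flanked by upstream and downstream ATXN2 gene portions) were treated 24 h at 37 °C with compounds at up to 57 uM. SteadyGlo luminescence gave expression; GF-AFC fluorescence gave viability.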
HT1080-NT tox – kills 2HG-producing HT-1080-NT fibrosarcoma cells; 360,000 tested, 1.6% active; Potency, µM (highest dose often 46.1 µM), for the others: at the top dose activity, negative = less viability, hits mostly cytotoxic; AID 686970; HT-1080-NT fibrosarcoma viability, CellTiter-Glo ATP luminescence, 48 h;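 also: NT is the 2HG producing partner of a matched IDH1 knockdown line; potency is read from the fitted curve at half-maximal effect; 0% = DMSO-treated cells and -100% = media-only wells without cells; nearly all actives have a fitted effect of over 55% in size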
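Toxicity toward the 2HG-producing NT line was scored as %Activity, normalised to DMSO and no-cell wells, from CellTiter-Glo luminescence after 48 hours' treatment.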
ATXN viability – viability counter-screen for ATXN expression inhibitors | 400,000 tested, 0.49% active | S2 cells (HEK-293 line with an ATXN2-luciferase reporter) viability, CellTiter-Fluor protease fluorescence, 24 h | Potency, µM (series often up to 56.7 µM), most hits filed as cytotoxic; also: potency is read from the fitted curve at half-maximal effect; nearly all actives have a fitted effect of over 40% in size
MCF10A rereplic – DNA re-replication induction in MCF 10a cells | 350,000 tested, 2.9% active | MCF 10A DNA re-replication, Hoechst nuclear intensity, 48 h | Potency, µM (highest dose often 46.1 µM), inactives show at the highest dose activity, positive = re-replication, most hits filed as activators | AID 624296; also: potency is read from the fitted curve at half-maximal effect; % of control where 0% means no effect; nearly all actives have a fitted effect of over 50% in size
* marks the source's active call; other numbers are inactive results; i = inactive; u = inconclusive; x = no result given; & = joins results of further samples; [ ] = another dose, or the depositor's remark. Unless noted, calls follow the shape of the dose curve; as a rule, active = well fitted curve in the direction sought with a large enough effect; inconclusive = small, poorly fitted or top-dose-only effect, or another doubt; inactive = no such curve, though single readings can be large; an effect the other way counts as inactive or inconclusive.

Compound	SW480 rerep	HepG2 viability	IL1B secr inh	HT1080-NT tox	ATXN2 expr inh	MCF10A rereplic	HT1080 IDH1KD tx	KB-3-1 cytotox	ATXN viability
CC1(c2nnc(-c3ccccc3)o2)CC(c2cccnc2)=NO1 (configuration not stated)	-15%	-34%	41	1%	4%	-26%	2%	7%	i
CCC(C)(CCNC(=O)Cc1ccccc1)c1ccccc1OC (configuration not stated)	-15%	-14%	u	0%	-3%	0%	-2%	7%	i
COCCNC(=O)Cn1c(=O)n(Cc2ccc(C(=O)NCCc3ccc(OC)c(OC)c3)cc2)c(=O)c2ccccc21	-7%	-7%&-18%	-7	14%	-3%&-2%	13%	2%	8%&-1%	i
Cc1ccc(CN2C(=O)c3ccccc3C2C(=O)NCc2cccnc2)cc1 (configuration not stated)	6%	9%	-4	-3%	-3%	-10%	0%	3%	i
CC1CCCCC1NC(=O)Cn1c(CN2CCCCC2)nc2ccccc2c1=O (configuration not stated)	-11%	-21%	16	14%	-6%	29%	0%	2%	i
Cn1nc(-c2ccccc2)c(CO)c1Sc1ccccc1	-6%	-3%	-9	-16%	-12%[11.3 µM]	2%	-6%	3%	i
Cc1c(NC(=O)CN2CCN(c3ccc([N+](=O)[O-])cc3)CC2)c(=O)n(-c2ccccc2)n1C	3%	-13%	-1	7%	-13%	0%	9%	1%	i
COc1cc(/C=N/NC(=O)CCN2CCN(c3ccccc3)CC2)cc(OC)c1OC	-45%[inhibitor]	1%	0	23%	-27%	10%	10%	4%	i
Cc1ccc(/C=N/n2c(C)nc3ccccc3c2=O)o1	-49%[inhibitor]	-2%	-21	1%	19%	-43%[9.22 µM]	12%	4%	i
O=C(NNC(=O)c1nn(-c2ccc(F)cc2)ccc1=O)c1ccccc1Cl	0%	8%	11	-10%	5%	1%	5%	u	i
CCNC(=S)N1CCN(CC(=O)Nc2ccc(OC)cc2)CC1	1%	2%	0	-1%	-4%	3%	-9%	-8%	i
Nc1ncnc2c1ncn2[C@@H]1O[C@H](CNS(=O)(=O)c2cc(S(=O)(=O)c3ccccc3)cs2)[C@@H](O)[C@H]1O	-4%	-9%	-4	4%	0%	u	4%	3%	i
CC(CCc1ccccc1)NS(=O)(=O)c1ccc(Cl)c(C(=O)O)c1 (configuration not stated)	0%	1%	5	9%	-21%	-2%	20%	15%	i
CCNC(=S)Nc1ccc(Cc2ccncc2)cc1	-7%	-7%	40	11%	5%	3%	0%	0%	i
Fc1ccc(CNc2nc3ccc(Cl)cc3n3nnnc23)cc1	x	-6%	x	x	11%	x	x	-3%	i
O=C(O)C1CCCCN1S(=O)(=O)c1ccc2ccccc2c1 (configuration not stated)	-14%	5%	10	9%	x	-1%	5%	3%	x
Cc1cc(C(=O)COC(=O)c2ccc(N)c([N+](=O)[O-])c2)c(C)n1Cc1ccc2c(c1)OCO2	u	1%	13	9%	20%	0%	13%	-5%	i
CCN(c1ccccc1)c1nc2nonc2nc1NCCO	-6%	27%	-2	4%	23%	0%	4%	-21%	i
CCOC(CNC(=O)CCc1c(C)nc2ncnn2c1C)OCC	-1%	2%	-10	3%	-17%	0%	10%	3%	i
CCOc1ccccc1CNC(=O)c1cc(-c2ccc(C)c(C)c2)nc2ccccc12	x	-17%	x	x	6%	x	x	-21%	i
O=C(/C=C/c1ccc2c(c1)OCO2)c1cccnc1	u	-24%	u	-14%	-5%	9%	-19%	u	i
CCc1cccc(NC2c3ccccc3C(=O)N2c2ccc(C)cn2)c1 (configuration not stated)	2%	-20%	18	1%	-14%	9%	-11%	0%	i
CCc1nnc(NC(=O)c2oc3cc(C)c(C)cc3c2C)s1	0.52µM*	2%	0	u	27%	5%	u	u	i
Cc1cc(-n2c(SCC(=O)NCCC3=CCCCC3)nc3n[nH]c(C)c3c2=N)ccc1Cl	26%	-79%	14	18µM*	x	21µM*	u	-1%	u
COc1ccc(S(=O)(=O)Cc2ccc(C(=O)N3CCN(c4ccccc4)CC3)o2)cc1	-1%	8%	4	8%	4%	2%	-4%	-5%	i
N#CNC(=Nc1ccc(Cl)cc1)Oc1ccccc1	12%	-160%	-55*	-5%	3%	-10%	-3%	-11%	i
CCc1cc(=O)oc2cc(C)c(CN3CCCC(C)C3)c(O)c12 (configuration not stated)	0%	-10%	18	5%[9.24 µM]	15%	23µM*	-15%	-7%	i
Cc1ccc(Cn2c(CN3CCN(c4cccc(Cl)c4)CC3)nc3c2c(=O)n(C)c(=O)n3C)cc1	x	-26%	x	x	-34%	x	x	-4%	i
C[C@H](NC(=O)c1ccccc1Cl)C(=O)NCc1cccs1	-32%[inhibitor]	5%	17	5%	x	-13%	3%	2%	i
c1ccc(CNc2ncnc3nc[nH]c23)nc1	-6%	-8%&6%	28	0%	2%	-3%	-2%	-2%&39%	i

Further structures:
Compound	SW480 rerep	HepG2 viability	IL1B secr inh	HT1080-NT tox	ATXN2 expr inh	MCF10A rereplic	HT1080 IDH1KD tx	KB-3-1 cytotox	ATXN viability
O=C(Nc1cc(C(F)(F)F)cc(C(F)(F)F)c1)O[C@@H]1c2ccccc2[C@@H]2Cc3csc[n+]3[C@H]12	x	x	-29	-6%	4%	x	-7%	u	i
Cc1cccc(NC(=O)c2nc[nH]c2C(=O)N[C@@H](Cc2ccccc2)C(=O)OC(C)(C)C)c1	-8%	-62%	-58*	u	u	3.7µM*	u	u	x
O=C(c1cccc(C(F)(F)F)c1)C1CCCN(C(=O)CN2CCCC2=O)C1 (configuration not stated)	0%	-10%	26	10%	3%	-3%	3%	-2%	i
Cc1c(C(=O)N/N=C/C(C)C)[nH]c2c([N+](=O)[O-])cccc12	u	-26%	80	u	-25%	21µM*	2.6µM*	u	i
CN(C)CCCn1c(SCC(=O)N2CC(=O)Nc3ccccc32)nc2ccccc2c1=O	-1%	7%	-7	1%	-7%	2%	5%	2%	u
COCCc1nnc(NC(=O)C23CC4CC(CC(C4)C2)C3)s1	u	-20%	22	15%	17%	2%	22%	16%	i
CCn1c2c(c(=O)n3ncc(C(=O)Nc4cc(Cl)ccc4OC)c13)CN(Cc1ccc(OC)cc1)CC2	x	-30%	x	x	6%	x	x	8%	u
CCOC(=O)c1cc(-c2nnc(-c3ccc(Cl)cc3)o2)c(C)nc1C	-9%	-22%	-14	-2%	-10%	1%	-5%	-12%	i
CN(C)c1ccc2c(=O)[nH][nH]c(=O)c2c1	-19%	15%	-3	16%	-12%[11.3 µM]	0%	15%	9%	i
C=CCOc1ccc(/C=C/C(C)=N\O)cc1	-21%	-38%	-4	4%	x	11%	-2%	-18%	x
COc1ccc(CC(=O)Nc2ccc(S(=O)(=O)Nc3onc(C)c3C)cc2)cc1OC	-24%	10%	17	-2%	0%	0%	-2%	0%	i
Cc1ccc(-c2csc3ncnc(N4CCN(C(=O)c5ccco5)CC4)c23)cc1	6%	-5%	-11	u	-6%	22%	u	-24%	i
CC(=O)Nc1cc2c(cc1[N+](=O)[O-])-c1ccccc1C2=NO	0%	2%	17	4%	4%	-1%	u	u	u
COc1ccc(-c2[nH]ncc2/C=N/NC(=O)c2cccc([N+](=O)[O-])c2)cc1OC	2%	-1%	0	8%	-6%	4%	4%	28%	i
COc1ccc(C2CC(=O)c3cnc4c(-c5ccccc5)c(C)nn4c3C2)c(OC)c1 (configuration not stated)	x	4%	x	x	-3%	x	x	-1%	i
CCOc1ccccc1NC(=O)C(OC(=O)c1ccccc1)c1ccccc1 (configuration not stated)	-6%	-3%	1	4%	-8%	-6%	5%	-1%	i
O=C1C=C(NC(=O)Nc2ccc(Cl)c(Cl)c2)CCC1	-2%	4%	-10	-15%	32%[activator]	-2%	0%	-4%	i
COc1ccc2c(COC(=O)c3n[nH]c4ccccc34)cc(=O)oc2c1	-5%	-26%	0	7%	60%[activator]	u	15%[9.24 µM]	33%	i
CCOC(=O)C1CCCN(C(=O)c2cccnc2Oc2ccccc2)CC1 (configuration not stated)	x	-2%	2	14%	2%	x	7%	0%	i
O=C(CCc1ccc(S(=O)(=O)NCCc2ccccc2)cc1)NCc1ccc2c(c1)OCO2	-1%	-32%	-6	-3%	-7%	2%	0%	3%	i
O=S(=O)(Nc1cccnc1)c1cc(Cl)ccc1Cl	u	-11%	17	5%	-10%	u	2%	4%	i
Oc1c(Cl)cc(Cl)cc1CNc1nc2ccccc2[nH]1	2%	-17%	-84*	-30%	1%	u	u	-2%	u
CCOC(=O)CSc1nc(C)nc2c1sc1nc(C)c(C(C)=O)c(-c3ccc(OC)cc3)c12	-12%	29%	4	-5%	-1%	-7%	-4%	0%	i
Cc1ccc(C)c(NC(=S)NNc2ccc(F)cc2F)c1	11%	10%	-100*	26µM*	-3%	u	26µM*	-4%	i
Oc1ccc(-c2nc(-c3ccc(F)cc3)c(-c3ccncc3)[nH]2)cc1	3.5µM*	-34%	67	-27%&-24%	u	10%	-17%&-11%	u	i
COc1cc(OC)cc(C(=O)Nc2nnc3n2CCS3)c1	x	-5%	x	x	-25%	x	x	7%	i
Cc1cc(-n2cnnn2)ccc1C(C)C	-11%	-7%	18	7%	59%[activator]	-9%	1%	1%	i
O=C(COC(=O)CCC(=O)c1cccs1)NC1CC1	-7%	22%	5	8%	5%	6%	20%	-2%	i

Quoted at random: 2 records from the list, in no set order.
Compound	SW480 rerep	HepG2 viability	IL1B secr inh	HT1080-NT tox	ATXN2 expr inh	MCF10A rereplic	HT1080 IDH1KD tx	KB-3-1 cytotox	ATXN viability
CN(C)c1ccc2c(=O)[nH][nH]c(=O)c2c1	-19%	15%	-3	16%	-12%[11.3 µM]	0%	15%	9%	i
CCC(C)(CCNC(=O)Cc1ccccc1)c1ccccc1OC (configuration not stated)	-15%	-14%	u	0%	-3%	0%	-2%	7%	i
